Screening results from PubChem BioAssay.
All columns: NCI-60 one-dose screen, growth in % after 48 h at 10 µM unless noted; 100 = growth as untreated, 0 = no growth, -100 = all killed.
HCT-15 = HCT-15 colon cancer. 82,000 compounds, 5.2% hits
NCI-H226 = NCI-H226 lung cancer; 79,000 compounds, 3.5% hits
HCT-116 = HCT-116 colon cancer; AID 1794798; 82,000 compounds, 7.3% hits
NCI-H460 = NCI-H460 lung cancer. 82,000 compounds, 6.8% hits. AID 1794736
NCI-H322M = NCI-H322M lung cancer; 80,000 compounds, 2.7% hits; AID 1794733
NCI/ADR-RES = NCI/ADR-RES ovarian cells; 81,000 compounds, 4.4% hits; AID 1794790
NCI-H23 = NCI-H23 lung cancer. 80,000 compounds, 4% hits. AID 1794731
COLO 205 = COLO 205 colon cancer; 79,000 compounds, 7.3% hits; AID 1794742
NCI-H522 = NCI-H522 lung cancer; 78,000 compounds, 8% hits; AID 1794739
An asterisk follows results filed as active; · = not tested or not shown; & = joins results of further samples; ! = a repeat was not active. The calls were made as follows: active = growth percent below 10; inactive = the rest. Not all compounds are listed; count on the stated rates, not on these rows.

SMILES	HCT-15	NCI-H226	HCT-116	NCI-H460	NCI-H322M	NCI/ADR-RES	NCI-H23	COLO 205	NCI-H522
CCCn1nnnc1N	101	95	86	103	104	103	100	113	103
ClC(OCC(Cl)(Cl)Cl)C(Cl)(Cl)Cl (stereo not drawn)	98	111	104	100	112	106	103	111	104
O=S1(=O)CCCCO1	98	99	102	109	110	91	107	117	103
CC1(C)C(C(=O)c2cn(CCCCO)c3ccccc23)C1(C)C	98	89	104	105	103	100	94	115	70
CCC(C)C1(CC)C(=O)NC(=O)N(C)C1=O (stereo not drawn)	97	110	105	107	107	102	93	115	99
COC(=O)NP(=S)(c1ccccc1)c1ccccc1	101	96	101	98	95	101	98	109	83
COC[C@@H]1C[C@@]2(C)[C@@H](CC[C@@H]3[C@@H]2CC[C@]2(C)[C@@H](O)CC[C@@H]32)CC1=O	99	95	101	106	97	107	110	119	·
Cc1ccc(OCC(C)N(CCCl)Cc2ccccc2)cc1 (stereo not drawn)	92	94	92	100	88	100	97	106	86
Cc1cc2c(cc1-c1nc(/C=C/C(=O)O)ccc1C)C(C)(C)CCC2(C)C	87	98	88	102	98	94	93	117	85
C[C@@]12CCCc3coc(c31)C(=O)c1cc3c(cc12)C(=O)C1=C(NCCS1(=O)=O)C3=O	8.7*	7.9*	-17*	0.1*	-6.3*	82	-36*	-78*	-56*
CN(CCC#N)c1ccc(C=C(C#N)C#N)cc1	95	91	98	109	83	102	99	131	73
CN(Cc1ccccn1)N=O	96	99	100	107	·	101	99	105	98

Of the compounds above, 2 contain four or more nitrogen atoms:
SMILES	HCT-15	NCI-H226	HCT-116	NCI-H460	NCI-H322M	NCI/ADR-RES	NCI-H23	COLO 205	NCI-H522
CCCn1nnnc1N	101	95	86	103	104	103	100	113	103
CN(CCC#N)c1ccc(C=C(C#N)C#N)cc1	95	91	98	109	83	102	99	131	73

A different layout for 2 compounds above.
Order of results – HCT-15 | NCI-H226 | HCT-116 | NCI-H460 | NCI-H322M | NCI/ADR-RES | NCI-H23 | COLO 205 | NCI-H522
> CN(CCC#N)c1ccc(C=C(C#N)C#N)cc1
    95 | 91 | 98 | 109 | 83 | 102 | 99 | 131 | 73
> CN(Cc1ccccn1)N=O
    96 | 99 | 100 | 107 | · | 101 | 99 | 105 | 98

The listing picks up, repeating the two entries before the break.
SMILES	HCT-15	NCI-H226	HCT-116	NCI-H460	NCI-H322M	NCI/ADR-RES	NCI-H23	COLO 205	NCI-H522
CN(CCC#N)c1ccc(C=C(C#N)C#N)cc1	95	91	98	109	83	102	99	131	73
CN(Cc1ccccn1)N=O	96	99	100	107	·	101	99	105	98
CC1COC(=O)C1 (stereo not drawn)	105	97	102	102	100	106	104	102	99
COc1cc(/C=N\N=C(N)N)cc([N+](=O)[O-])c1O	112	98	99	107	99	112	111	112	102
ClCCN(CCCl)c1nc(Cl)c(C2CC(c3ccccc3)=NN2c2cc(Cl)cc(Cl)c2)s1 (stereo not drawn)	104	100	98	99	98	103	100	121	98
CC(C)(NC(=O)O[C@@H]1CN2CCC1CC2)c1csc(-c2ccc(F)cc2)n1	102	90	96	101	99	97	96	111	95
CCOP(=O)(CC(=O)NC(C(N)=O)C(C)C)OCC (stereo not drawn)	89	98	102	108	117	115	102	117	93
O=NNc1cccnc1	98	85	98	109	86	107	92	110	110
NC(=O)C(Cl)Cl	98	·	107	100	94	114	108	113	109
COc1ccc(/C=C\[N+](=O)[O-])cc1OC	17&54	77&101	0.1*!	63&46	90&129	87&91	66&84	64&77	76&81
C[N+](C)(C)CC(=O)O	104&104	97	106&104	107&111	100&116	108&105	107&107	116&101	95&118
CNC(=O)C(Cl)Cl	103	92	97	105	98	112	112	117	106
CCOC(=O)Cc1ccccc1	101	94	98	110	102	111	99	121	113
O=C1C=Cc2ccccc2C1=O	47	100	88	79	100	94	73	117	47
Oc1ccc(C(=C(Cl)Cl)c2ccc(O)cc2)cc1	69	·	58	77	87	67	67	113	50
ClCCN1CCOCC1	109	95	104	104	101	98	90	·	88
OCCCNP(=S)(N1CC1)N1CC1	90	105	101	43	121	99	96	126	73
Oc1ccc(Cl)cc1Cc1ccccc1	92	100	98	106	127	105	109	109	75
COC(=O)[C@H](Cc1ccccc1)NC(=O)c1csc([C@@H](C[C@H](C(C)C)N(C)C(=O)[C@@H](NC(=O)[C@H]2CCCCN2C)C2CC2)OC(C)=O)n1	13	28	-17*	1.9*	46	16	24	-67*	-29*
CCCCCCCCCCCC1CCCC(C)N1 (stereo not drawn)	28	95	65	88	127	83	71	-33*	-8.0*
C=CCOC(=O)CC(C(=O)OCC=C)N1CC1 (stereo not drawn)	102	103	98	112	102	·	106	119	94
O=[N+]([O-])c1ccc(/C=C/C=C/C=C/C=C/c2ccc(S(=O)(=O)F)cc2Cl)c(Cl)c1	89	95	87	101	103	97	90	112	97
COC(=O)c1cc([N+](=O)[O-])cc([N+](=O)[O-])c1	97	99	99	108	95	98	96	107	97
COc1ccc(Nc2nc(-c3ccc4ccccc4c3)c[se]2)cc1	95	87	99	105	88	101	94	108	80
O=P(Oc1ccccc1)(Oc1ccccc1)C(Nc1ccccc1)c1ccncc1 (stereo not drawn)	93	104	100	102	105	111	103	100	110

Just NCI-H226, for some of the entries so far:
Compound | NCI-H226
Cc1ccc(OCC(C)N(CCCl)Cc2ccccc2)cc1 (stereo not drawn) | 94
Cc1cc2c(cc1-c1nc(/C=C/C(=O)O)ccc1C)C(C)(C)CCC2(C)C | 98
C[C@@]12CCCc3coc(c31)C(=O)c1cc3c(cc12)C(=O)C1=C(NCCS1(=O)=O)C3=O | 7.9*
CN(CCC#N)c1ccc(C=C(C#N)C#N)cc1 | 91
CN(Cc1ccccn1)N=O | 99
CC1COC(=O)C1 (stereo not drawn) | 97
